# USP2a block – inhibitors of human ubiquitin-specific protease USP2a. AID 463254. 330,000 compounds, 0.01% hits. Potency, µM (doses to about 38.3 µM), for the others: top-dose activity change, negative = inhibition, actives largely listed as inhibitors. USP2 core, Ub-CHOP2 coupled fluorogenic reporter, 485/531;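 also: potency is read from the fitted curve at half-maximal effect; plate controls were DMSO wells for no effect and full inhibition by NEM control for full effect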
#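 Deubiquitinase activity read as fluorescence (485/531 nm) after Ub-CHOP2 cleavage activates the enterokinase reporter on its substrate; USP2 core 10nM, Ub-CHOP2 and substrate 25nM each, 30min compound preincubation then 60min RT; data normalized to NEM, curves fitted.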
# Menin-MLL TR inh – inhibitors of human menin-MLL interaction, mutant MLL peptide; AID 1768; Menin + Texas Red MLL mutant peptide, fluorescence polarization; Potency, µM (top dose mostly 61.6 µM), inactives show top-dose FP activity change, negative = inhibition, actives largely listed as inhibitors; 270,000 compounds, 0.23% hits; active = well fitted inhibition curve with a large enough effect in the polarisation, with a control signal flat, not every such curve was filed as active; inconclusive = small, poorly fitted or top-dose-only effect, or effect the other way, or a change in a side signal; inactive = no such curve, though single readings can be large or run the other way; the % refers to the polarisation; also: potency is read from the fitted curve at half-maximal effect; % of control where 0% means no effect; many of its hits are not listed in these tables
# Eya2 phos inh – Eya2 (human) phosphatase inhibition | recombinant Eya2, OMFP fluorescence dephosphorylation (OMFP is methylfluorescein phosphate) | 330,000 compounds, 0.006% hits | O00167 | Potency, µM (doses to about 76.9 µM), without a hit: at the top dose activity, negative = inhibition, most hits filed as inhibitors | AID 488837; also: potency is read from the fitted curve at half-maximal effect; % is scaled to controls: 0 for no effect and ±100 for the full control effect
# Target sequence (O00167 whole entry, looked up): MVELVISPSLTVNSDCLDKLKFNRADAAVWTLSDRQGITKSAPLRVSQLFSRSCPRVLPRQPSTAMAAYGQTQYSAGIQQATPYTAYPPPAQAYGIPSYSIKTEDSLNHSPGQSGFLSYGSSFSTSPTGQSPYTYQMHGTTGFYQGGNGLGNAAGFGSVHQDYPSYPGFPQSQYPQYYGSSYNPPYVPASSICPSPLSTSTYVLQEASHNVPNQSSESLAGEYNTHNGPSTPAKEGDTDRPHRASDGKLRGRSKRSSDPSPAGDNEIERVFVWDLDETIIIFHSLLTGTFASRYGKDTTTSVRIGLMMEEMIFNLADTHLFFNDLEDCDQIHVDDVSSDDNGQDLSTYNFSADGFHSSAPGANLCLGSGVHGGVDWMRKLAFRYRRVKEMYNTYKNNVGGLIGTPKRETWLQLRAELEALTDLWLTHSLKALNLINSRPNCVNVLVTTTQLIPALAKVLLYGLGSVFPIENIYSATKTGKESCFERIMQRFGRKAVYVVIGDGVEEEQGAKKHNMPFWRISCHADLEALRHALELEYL
#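 Eya2 (0.2 uM) preincubated 10 min at ambient with compound, then OMFP substrate added at 50 uM; 10 min reaction in 50 mM HEPES pH 7.5, 50 mM NaCl, 5 uM MgCl2, 0.05% BSA, 1 mM DTT. Fluorescence read at Ex 485/Em 525 nm.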
# PKM2 act – PKM2 (human) enzyme activation; P14618; purified PKM2, Kinase-Glo ATP luminescence, activation; response scale: 0% is enzyme alone, no compound; Potency, µM (top dose mostly 57.5 µM), inactives show at the top dose activation, hits mostly activators; 260,000 compounds, 0.34% hits; also: potency is read from the fitted curve at half-maximal effect; % is scaled to controls: 0 for no effect and ±100 for the full control effect; nearly all actives have a fitted effect of over 55% in size
#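 Purified hPK-M2 (>95% pure) converted ADP (0.1 mM final) to ATP with 0.5 mM PEP in 50 mM imidazole pH7.2, KCl, MgCl2, Tween 20, BSA; 1 h at room temperature. ATP detected by Kinase-Glo luminescence.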
# MBNL1-CUG inh – MBNL1-poly(CUG) RNA binding inhibition; Q9NR56; TR-FRET MBNL1-His/biotin-(CUG)12 binding, 665/545 ratio; Potency, µM (doses to about 57.5 µM), inactives show at the highest dose activity change, negative = inhibition, usual class: inhibitors; 280,000 compounds, 0.036% hits; AID 2675; active = well fitted inhibition curve with a large enough effect in the signal ratio, with a control signal flat, not every such curve was filed as active; inconclusive = small, poorly fitted or top-dose-only effect, or effect the other way, or a change in a side signal; inactive = no such curve, though single readings can be large or run the other way; the % refers to the signal ratio; also: potency is read from the fitted curve at half-maximal effect; % is scaled to controls: 0 for no effect and ±100 for the full control effect
#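 Inhibition of protein-RNA binding appears as loss of TR-FRET between terbium anti-His antibody on MBNL1-His and streptavidin-XL665 on biotin-(CUG)12. Activity is normalized to buffer-only and uninhibited-complex controls.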
# ASM inhibitor – human S-ASM enzyme inhibition. 340,000 compounds, 0.006% hits. placental ASM, HMU-PC fluorogenic substrate, 60 min. AID 504937. Potency, µM (top dose mostly 57.5 µM), without a hit: top-dose activity change, negative = inhibition, hits mostly inhibitors. P17405; also: potency is read from the fitted curve at half-maximal effect
# Target sequence (P17405 47-631 limits assumed): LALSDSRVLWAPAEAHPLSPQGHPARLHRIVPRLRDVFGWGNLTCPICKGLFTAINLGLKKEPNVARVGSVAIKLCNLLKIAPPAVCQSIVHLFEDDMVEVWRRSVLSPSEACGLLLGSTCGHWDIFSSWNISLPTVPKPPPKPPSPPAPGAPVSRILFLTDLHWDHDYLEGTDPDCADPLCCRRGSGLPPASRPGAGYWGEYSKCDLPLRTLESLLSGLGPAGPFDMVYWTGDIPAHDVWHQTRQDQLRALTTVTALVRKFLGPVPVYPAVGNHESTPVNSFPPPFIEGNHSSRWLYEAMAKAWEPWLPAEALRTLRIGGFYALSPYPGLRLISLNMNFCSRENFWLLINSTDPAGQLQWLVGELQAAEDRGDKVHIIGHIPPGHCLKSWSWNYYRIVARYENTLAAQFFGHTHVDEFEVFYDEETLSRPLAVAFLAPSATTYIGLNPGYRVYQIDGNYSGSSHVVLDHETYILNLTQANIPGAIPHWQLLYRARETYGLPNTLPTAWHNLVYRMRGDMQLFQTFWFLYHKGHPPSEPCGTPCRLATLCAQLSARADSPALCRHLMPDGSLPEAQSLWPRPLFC
#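 Fluorogenic HMU-PC substrate (9 uM final) is turned over by placental ASM in 60 min at 37 C after a 10 min compound preincubation. Reaction ended by alkaline stop (pH 10), with fluorescence read at 386/447 nm.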
# GALK inh – inhibitors of human galactokinase. P51570. Purified GALK, Kinase-Glo residual ATP luminescence. Potency, µM (titrated, usually from 57.5 µM), for inactives: at the top dose activity change, negative = inhibition, actives largely listed as inhibitors. 270,000 compounds, 0.007% hits. AID 1868; also: potency is read from the fitted curve at half-maximal effect; % is scaled to controls: 0 for no effect and ±100 for the full control effect
#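 ATP-depletion format; final 35 uM ATP, 100 uM D-galactose, 5 nM enzyme; pH 8.0 HEPES/Mg2+ buffer; 60 min RT; luminescence read 10 min after detection reagent.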
# Mito fusion yeast – mitochondrial division inhibition or fusion activation | S. cerevisiae fusion-defective mutant growth rescue, CellTiterGlo 48 h | Potency, µM (top dose mostly 46.1 µM), for the others: at the highest dose growth rescue (activation), usual class: activators | 320,000 compounds, 0.23% hits | AID 485298;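 also: potency is read from the fitted curve at half-maximal effect; % of control where 0% means no effect; nearly all actives have a fitted effect of over 45% in size; temperature-sensitive fusion mutants such as fzo1-1 at 37 °C on non-fermentable ethanol glycerol medium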
#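 Temperature-sensitive fusion-defective S. cerevisiae (e.g. fzo1-1, mgm1-5) were grown with compound in YPEG medium (3% ethanol, 3% glycerol) for 48 hours at 37C. Growth rescue was measured as viability by CellTiterGlo luminescence after 10 minutes at ambient.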
# TSHR antagonist – blocks TSH signaling through the human TSH receptor; P16473; TSHR-expressing cells, TSH-stimulated cAMP HTRF, 2 h; hits give low values; activity change, negative = inhibition, % at 11.5 µM; 330,000 compounds, 0.2% hits;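 active = activity change below a set negative limit, meaning inhibition stronger than a set level, cut at about -70% in these data; inconclusive = activity change between two set negative limits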; also: % is scaled to controls: 0 for no effect and ±100 for the full control effect
#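 Cell-based HTRF cAMP assay; TSHR cells + compound, TSH EC80 (4nM final), 2 h, 37 deg C. Lysis with anti-cAMP cryptate and cAMP-d2, 30 min RT, read 665/620 nm.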
# BCR signal inh – blocks chronic active B-cell receptor signaling | 340,000 compounds, 0.05% hits | ABC-DLBCL IkBa-CBG/CBR reporter, luminescence ratio, 4 h | Potency, µM (series often up to 46.1 µM), without a hit: at the top dose ratio change, negative = lower green/red ratio, hits mostly inhibitors; active = well fitted inhibition curve with a large enough effect in the signal ratio, with a control signal flat, not every such curve was filed as active; inconclusive = small, poorly fitted or top-dose-only effect, or effect the other way, or a change in a side signal; the % refers to the signal ratio;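 also: potency is read from the fitted curve at half-maximal effect; plate controls were basal doxycycline-induced cells for no effect and cells given 10 µM MG132 for full effect; MG132 reads +100%, hits lower the ratio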
#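 Doxycycline induced both beetle luciferases in TMD8 lymphoma cells; IKK-driven degradation limits the IkappaBalpha-fused green signal, while red luminescence normalises for cell number and nonspecific effects. Compounds tested up to 46 uM, 4 hrs.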
# KCNH2 WT inh – KCNH2 (human, wildtype) channel inhibition. Q12809. U2OS, BacMam KCNH2, thallium flux FluxOr; hits give low values. activity change, % at 1.84 µM. 340,000 compounds, 0.37% hits. AID 720551;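 active = maximum activity change below -70%; inconclusive = maximum activity change between -70% and -50%; inactive = maximum activity change above -50%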; also: % is scaled to controls: 0 for no effect and ±100 for the full control effect
#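 U2OS cells were transduced with wild-type KCNH2 virus (2.03 x 10^8 / mL) for 4 h at room temperature, then cultured overnight at 37 C. Thallium flux was read with FluxOr dye. Rate constants were normalized to DMSO controls.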
# Starred values were filed as active, the others as inactive; u = inconclusive; x = not tested or not shown; [ ] = dose if it differs, or a comment. Unless noted, calls follow the shape of the dose curve; as a rule, active = well fitted curve in the direction sought with a large enough effect; inconclusive = small, poorly fitted or top-dose-only effect, or another doubt; inactive = no such curve, though single readings can be large; an effect the other way counts as inactive or inconclusive.
SMILES,USP2a block,Menin-MLL TR inh,Eya2 phos inh,PKM2 act,MBNL1-CUG inh,ASM inhibitor,GALK inh,Mito fusion yeast,TSHR antagonist,BCR signal inh,KCNH2 WT inh
O=C(COC(=O)C1CCC1)Nc1cccc(Cl)c1,1.6%,x,-3.6%,x,x,-5.1%,x,-5.4%,31.0,4.7%,1.2
COc1ccc(N(CC(=O)Nc2cccc(C)c2C)S(=O)(=O)c2c(C)[nH]c(=O)[nH]c2=O)cc1,0.0%,x,-1.4%,3.6%,-8.2%,x,-1.7%,5.3%,0.9,4.0%,0.2
CN1CCN(C(=O)c2ccc(C(F)(F)F)cc2)CC1,1.7%,-13.5%,6.1%,7.3%,-7.5%,0.0%,3.2%,-1.5%,-0.2,7.4%,12.6
O=C(N=Nc1c(O)[nH]c2ccccc12)c1cccs1,12.3%,21.0%,-3.9%,-34.9%,u,-10.6%,-1.1%,-13.4%,-10.1,u,23.6
COc1cc(NC(=O)COC(=O)CNC(=O)C23CC4CC(CC(C4)C2)C3)cc(OC)c1,-3.3%,x,-10.6%,x,x,-2.6%,x,6.2%,-12.4,-1.2%,-5.3
COc1ccc(C(CNC(=O)CN2C(=O)NC3(CCCC3)C2=O)N(C)C)cc1 (configuration not stated),1.2%,x,-13.4%,-9.6%,-2.5%,1.3%,2.9%,0.3%,-5.8,0.7%,-4.4
CCn1c(SCC(=O)N2CCOCC2)nnc1C(C)NC(=O)c1ccccc1 (configuration not stated),-1.0%,5.8%,0.7%,-6.2%,-2.2%,5.7%,-4.9%,0.5%,6.3,u,-5.8
Cc1ccc(S(=O)(=O)NCC(=O)N(CC(=O)NC2CCCCC2)CC2CCCO2)cc1 (configuration not stated),1.3%,-3.0%,-1.7%,1.4%,0.0%,-0.3%,-1.2%,-1.2%,-8.7,u,-10.0
CCOC(=O)CN1CCc2c(C)nc3c(-c4ccc(OC)c(OC)c4)cnn3c21,1.2%,23.0%,-18.6%,0.6%,-0.7%,2.5%,1.1%,-2.2%,-9.2,u,3.9
COc1cc(C)c(C(=O)CSc2nnc(CNC(=O)c3ccco3)n2C)cc1C,1.0%,-11.2%,-12.0%,2.9%,-2.2%,6.0%,0.9%,-1.5%,-14.3,13.1%,-0.6
Cc1ccc(NC(=O)CN2C(=O)CNC2=O)cc1,9.1%,x,-2.1%,4.5%,-5.7%,0.4%,-1.2%,6.5%,7.8,-0.8%,x
Cc1cc2c(cc(C(=O)N3CCC(C(=O)N4CCCC4)CC3)n2Cc2c(F)cccc2Cl)o1,-1.1%,u,-4.9%,-3.5%,-9.7%,3.3%,1.2%,8.5%,-13.9,18.7%,-3.9
O=[N+]([O-])c1ccc(/C=N/n2c(-c3ccccc3)n[nH]c2=S)cc1,-0.1%,u,3.9%,10.4%,u,-3.7%,-4.2%,-7.3%,-2.4,-7.8%,3.2
CNC(=O)CSc1nnc(-c2ccncc2)n1Cc1ccccc1,1.6%,-16.6%,-3.9%,0.0%,-8.5%,6.0%,-0.6%,0.4%,-0.4,2.8%,-8.2
O=C(/C=C/NCc1cccnc1)C(F)(F)C(F)(F)F,1.2%,14.3%,-21.1%,0.8%,-11.2%,3.5%,-1.1%,-3.8%,1.2,-5.2%,-7.8
Oc1c(/C=N/c2ncn[nH]2)ccc2ccccc12,1.4%,2.2%,-3.7%,4.1%,1.8%,5.5%,2.0%,2.3%,-4.8,-4.1%,1.6
O=C1CCCN1c1ccc(Br)cc1,0.0%,-4.4%,-8.6%,-0.8%,-6.5%,4.8%,-0.9%,1.1%,-5.7,u,-0.3
CCOC(=O)N1CCC(Nc2cccc(SC)c2)CC1,-5.8%,-10.2%,-2.2%,17.5%,8.9%,0.4%,3.2%,1.0%,0.0,u,32.8
CCN(CC(=O)Nc1ccc2c(c1)OCCO2)C(=O)C1CCCCC1,3.7%,7.3%,-6.5%,-2.7%,-8.1%,-2.9%,-0.4%,3.7%,-5.4,6.2%,11.1
O=C(c1cnn2c1NC(c1ccco1)CC2C(F)(F)F)N1CCN(c2cccc(Cl)c2)CC1 (configuration not stated),-2.2%,-7.0%,5.3%,-0.7%,4.5%,-15.4%,-0.4%,19.1%,-3.1,u,-10.6
CCCC(=O)Nc1nc2c(OC)ccc(OC)c2s1,3.5%,14.8%,-5.0%,-3.8%,-17.2%,-2.6%,2.2%,-0.9%,14.8,u,-3.0
CCOc1ccccc1C(=O)Nc1nnc(SCC(=O)N2CCOCC2)s1,0.1%,-26.9%,1.5%,13.9%,x,2.2%,2.9%,-6.0%,-21.9,-10.0%,-1.1
Cc1nc(SCC(=O)NCC2CCCO2)c2cc(-c3ccccc3)sc2n1 (configuration not stated),-6.4%,x,-9.2%,x,x,-1.7%,x,17.6%,-39.1,u,-4.9
CN(C)c1ccc(C(=S)N2CCN(C(=S)Nc3ccccc3)CC2)cc1,-1.8%,-1.3%,-3.7%,-3.1%,3.6%,-1.3%,10.9%,-5.6%,2.2,-3.7%,-27.4
O=C(CCN1C(=O)C2C3C=CC(C3)C2C1=O)N1CC(=O)N(CCc2ccccc2)C(=O)C1 (configuration not stated),0.3%,-13.7%,0.5%,9.9%,-1.5%,1.1%,-1.1%,-0.7%,4.1,-1.9%,5.1
Cc1ccccc1-c1nc(CS(=O)(=O)CC(=O)N2CCc3ccccc32)c(C)o1,-0.8%,-14.4%,-17.8%,0.6%,-3.7%,-2.8%,-1.3%,-1.0%,-6.7,u,-2.5
COc1ccccc1NC(=O)CN1CCN(c2ccccc2F)CC1,-0.6%,-7.9%,-10.3%,-0.5%,-3.1%,-5.2%,5.4%,9.6%,10.3,-0.9%,-9.7
O=C(N/N=C/c1ccco1)c1ccccc1OCc1ccc(Br)cc1,1.9%,-6.3%,1.2%,-21.5%,0.3%,-8.4%,0.7%,5.0%,1.0,u,-9.0
COc1ccc2[nH]c3c(c2c1)CCN1C(=O)C(CC(=O)NCc2cccc(C(F)(F)F)c2)C[C@H](C(=O)N2CCCCC2)[C@@]31CCc1ccccc1 (some centres not stated),0.2%,x,5.5%,x,x,-3.5%,x,x,13.2,u,-1.3
CCCn1c(N)c(C(=O)CSc2nc3ccccc3n2CCC#N)c(=O)n(C)c1=O,0.4%,11.3%,-34.2%,-4.7%,8.5%,-0.3%,-0.6%,0.6%,-4.9,-0.4%,-7.3
Cc1ccccc1C(=O)N/N=C/c1ccccn1,0.1%,-9.5%,-5.4%,-4.1%,15.2%,-1.1%,2.8%,-0.4%,0.0,u,-3.9
O=C(CN1CCOCC1)NNc1nc(-c2ccccc2)c2cc(Br)ccc2n1,0.7%,-10.9%,-8.0%,0.3%,u,-9.0%,0.4%,13.4%,4.0,u,1.2
COc1ccc(CNc2ccc(S(N)(=O)=O)cc2)c(OC)c1OC,0.5%,-6.5%,-0.3%,-5.8%,-2.1%,-0.3%,0.6%,-7.7%,18.1,-7.6%,34.1
CC(C)NS(=O)(=O)c1ccc(CCC(=O)O)cc1,0.0%,13.3%,8.3%,-1.2%,-2.3%,1.7%,-1.4%,-1.4%,3.6,-5.1%,4.6
CN1CCN(C(=O)c2ccc(N(Cc3ccc(Cl)cc3)S(C)(=O)=O)cc2)CC1,2.3%,-9.1%,-7.7%,8.4%,-1.6%,0.2%,-3.2%,0.2%,1.4,-1.2%,-2.8
COc1ccc(-c2nn(-c3ccccc3)cc2/C=C\C(=O)N2CCOCC2)cc1[N+](=O)[O-],1.7%,0.5%,3.2%,-6.3%,4.7%,3.5%,3.2%,-2.1%,-0.1,-12.2%,-13.3
COc1ccccc1CN(C(=O)CNC(=O)c1ccco1)C(C(=O)NCC1CCCO1)c1ccccc1 (configuration not stated),1.6%,x,20.7%,x,8.9%,-4.8%,3.8%,5.9%,0.3,u,-0.3
COc1ccc(C)cc1Nc1n[n+](-c2ccccc2)c(-c2ccc(N(C)C)cc2)s1,2.2%,u,-0.9%,-4.5%,48.0%[activator],-27.0%,x,-1.9%,-0.5,-12.7%,-0.5

# Screening data as filed in PubChem BioAssay.

# Some of the compounds tested (hit frequency here may not be typical).
